Rev-erbA mod = modulates human Rev-erb alpha binding to DNA. 370,000 tested, 0.79% active. P20393. activity, % at 10 µM. Rev-erbα–FITC-DNA binding, fluorescence polarization, 90 min. AID 1259318;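 active = activity above about 14%, limit read from the data; passing the limit was not always enough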;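 also: 0% = DMSO wells with 35 nM protein and 100% = DMSO wells with 750 nM protein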
TDP2 inh = TDP2 (human) inhibition, absorbance primary screen; inhibition, % at 12.8 µM; O95551; recombinant TDP2, T5PNP hydrolysis, p-nitrophenol absorbance 415 nm; 370,000 tested, 0.34% active;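 active = inhibition above the mean of all tested compounds plus 3 SD, set per campaign, cut at about 25% in these data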;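 also: 0% = DMSO with enzyme and 100% = buffer with substrate but no TDP2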
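Assay system: Recombinant human TDP2 | Quantity: 120 nM TDP2 per well | Incubation: 2 h at 37 °C | Signal: Epi absorbance | Evaluation: Percent inhibition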
TCR-CD3 inh = blocks the human TCR-CD3 interaction | TAMRA-labeled TCR probe fluorescence, biochemical | inhibition, % at 9.4 µM | 360,000 tested, 0.37% active | AID 651800; in the data active = inhibition above about 19%;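 also: recombinant mutant TCR 2C K166C tagged with TAMRA read by polarization; 0% = receptor in buffer alone and 100% = receptor with positive control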
LEDGF integ inh = blocks HIV-1 LEDGF/p75-dependent DNA integration | AID 743269 | TR-FRET IN-LEDGF/p75 DNA integration, Eu/Cy5 | inhibition, % at 3.7 µM | 370,000 tested, 0.64% active;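 active = inhibition above the screen-wide mean plus 3 SD, cut at about 13% in these data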;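 also: signal is the Cy5 over europium emission ratio at 671 and 618 nm; 0% = plate median of compound wells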
PRMT1 inh = blocks human protein arginine methyltransferase 1. AID 652257. Q99873. recombinant PRMT1, activity-based probe fluorescence polarization. 370,000 tested, 1.3% active. inhibition, % at 2.79 µM;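 active = inhibition above about 21% made by adding two undisclosed values, limit read from the data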
SIAE primary = blocks human sialic acid acetylesterase; Q9HAT2; SIAE FP-Rh probe binding, fluorescence polarization; inhibition, % at 9.66 µM; 370,000 tested, 0.69% active;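 active = inhibition above a cutoff: mean of compounds within the control limits plus 3 SD of those, cut at about 17% in these data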;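 also: 0% = plate median of compound wells and 100% = probe without SIAE protein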
HTRA1 inhibitor = blocks human HTRA1 serine peptidase; Q92743; recombinant HTRA1, FP-rhodamine activity-based probe, fluorescence polarization; AID 504803; 340,000 tested, 0.5% active; inhibition, % at 5.96 µM; in the data active = inhibition above about 36%;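 also: 0% = enzyme with DMSO and 100% = wells lacking enzyme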
Target sequence (Q92743 whole entry, looked up): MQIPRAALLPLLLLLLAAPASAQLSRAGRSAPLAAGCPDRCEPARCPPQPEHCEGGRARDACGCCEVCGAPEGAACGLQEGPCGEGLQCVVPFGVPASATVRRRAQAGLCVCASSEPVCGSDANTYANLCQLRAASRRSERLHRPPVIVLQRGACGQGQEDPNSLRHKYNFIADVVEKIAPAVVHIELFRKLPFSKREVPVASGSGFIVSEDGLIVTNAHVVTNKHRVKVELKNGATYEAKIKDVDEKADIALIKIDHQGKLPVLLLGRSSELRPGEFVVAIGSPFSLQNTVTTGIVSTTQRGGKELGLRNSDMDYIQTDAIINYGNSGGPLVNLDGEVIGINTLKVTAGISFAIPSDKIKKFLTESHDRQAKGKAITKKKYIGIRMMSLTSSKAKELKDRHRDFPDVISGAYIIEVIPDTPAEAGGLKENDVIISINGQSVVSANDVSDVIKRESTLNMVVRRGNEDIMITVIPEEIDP
ABHD4 inh = inhibits mouse alpha/beta hydrolase domain 4; Q8VD66; purified mABHD4, FP-Rh probe fluorescence polarization; inhibition, % at 8.92 µM; 370,000 tested, 0.54% active;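 active = inhibition exceeding the mean over every tested compound plus 3 SD, cut at about 30% in these data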;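 also: 0% = plate median of compound wells and 100% = S159A mutant with DMSO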
Target sequence (Q8VD66 whole entry, looked up, the tested form may be a part): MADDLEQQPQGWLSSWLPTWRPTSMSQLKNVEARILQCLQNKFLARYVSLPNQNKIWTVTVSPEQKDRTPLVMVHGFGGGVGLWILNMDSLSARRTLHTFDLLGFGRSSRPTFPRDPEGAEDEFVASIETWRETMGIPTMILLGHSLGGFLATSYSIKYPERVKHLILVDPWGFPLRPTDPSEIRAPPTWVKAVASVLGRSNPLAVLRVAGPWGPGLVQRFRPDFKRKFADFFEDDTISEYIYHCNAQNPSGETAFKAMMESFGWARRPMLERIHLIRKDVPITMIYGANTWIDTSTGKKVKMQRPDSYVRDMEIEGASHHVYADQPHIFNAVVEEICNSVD
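system = mouse ABHD4 enzyme, wild type | medium = HEPES pH 7.0, NaCl, Pluronic buffer | also added = FP-Rh probe | incubation = Enzyme–compound pre-incubation 45 min, then probe 60 min, both 25 °C | technique = fluorescence polarization, excitation 525 nm, emission 598 nm, BODIPY TMR filters | controls = S159A mutant high control, sample median low control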
PG9 binder = PG9 antibody binding by small molecule; TR-FRET gp120-PG9 antibody binding; inhibition, % at 6.7 µM; 360,000 tested, 0.43% active; in the data active = inhibition above about 8.5%
rCAG binder = binds r(CAG) RNA repeats; inhibition, % at 3 µM; r(CAG) RNA repeat, TO-PRO-1 dye displacement fluorescence; AID 651821; 370,000 tested, 1.3% active;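 active = inhibition above the plate cutoff, the mean of all test compounds on that plate plus 3 SD, cut at about 35% in these data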;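 also: 0% = DMSO alone and 100% = 100 µM mitoxantrone as full dye displacement; higher means more dye released from RNA so lower well fluorescence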
Active calls of the source: *; x = not tested or not shown. These rows are one share of the data; rates above refer to the full screens.

SMILES	Rev-erbA mod	TDP2 inh	TCR-CD3 inh	LEDGF integ inh	PRMT1 inh	SIAE primary	HTRA1 inhibitor	ABHD4 inh	PG9 binder	rCAG binder
CCOc1ccc(NC(=O)CN(C)C(=O)c2ccc3c(c2)S(=O)(=O)N=C2CCCCCN23)cc1OCC	7.0	4.8	-2.0	-0.5	0.8	0.1	7.4	4.6	0.6	3.5
Cc1ccc(NS(=O)(=O)c2cc(C(=O)O)ccc2Cl)c(C)c1	-0.7	-3.9	-4.0	-2.8	2.8	-1.1	0.7	7.5	3.7	7.1
Cc1cc(C)cc(Cn2c3ccc(NC(=O)NCc4ccccc4)cc3c(=O)n2C)c1	-3.5	-3.2	3.8	-3.9	-1.9	3.8	x	6.0	3.0	4.9
CCc1nnc(NC(=O)Cc2ccc(OC)c(S(=O)(=O)N3CCOCC3)c2)s1	-3.8	4.2	0.8	-0.5	4.0	0.1	1.9	6.9	0.7	2.1
Cc1cc(C)n2nc(SCCCC(=O)c3ccccc3)nc2n1	3.9	6.6	5.4	0.5	0.2	-2.1	6.3	-4.5	-0.2	-1.9
CCOCCCNC(=O)CN1CCN(Cc2ccc(Cl)cc2)C1=O	-7.8	-3.6	2.5	-2.8	-1.8	2.4	2.4	-2.9	0.3	-4.0
Cc1cnc(C(=O)N2CCCC(C(=O)c3ccc(Cl)cc3C)C2)cn1 (stereo not given)	-0.3	-17.8	-4.0	-5.6	4.3	2.6	3.1	0.0	-0.6	-10.4
O=C(c1ccco1)N1CCN(S(=O)(=O)Cc2ccccc2Cl)CC1	-0.4	-8.2	-10.8	0.7	2.2	12.5	0.7	-1.3	-0.5	-0.6
Cc1ccc(OCC(=O)N/N=C/c2ccncc2)cc1C	-3.4	1.6	1.3	-2.3	-3.8	7.8	9.9	-0.6	-0.9	-6.3
Cc1nc(-c2nc(C(=O)NNS(C)(=O)=O)cs2)cs1	-3.6	2.1	-3.7	1.9	-1.7	2.9	6.5	-1.7	-0.8	0.1
CC(Nc1nc(-c2ccc(F)cc2)cs1)c1nc2cc(C(F)(F)F)ccc2n1CCCO (stereo not given)	0.1	-7.6	4.0	-3.1	5.0	3.0	-20.6	-10.3	-1.4	8.8
CS(=O)(=O)N(CCc1ccccc1)CC(=O)Nc1ccc2c(c1)OCO2	-4.2	4.3	0.8	-0.3	2.2	-1.6	8.5	-3.4	0.1	6.4
CCOc1ccc(NC(=O)CCN2C(=O)CSc3ccccc32)cc1	1.0	-1.3	1.1	3.5	-1.0	4.8	-2.9	-1.7	-1.0	0.9
Nc1[nH]ncc1-c1ccc(Cl)cc1	1.9	5.1	7.7	-0.8	-0.7	-4.2	4.0	-8.5	0.7	2.4
c1ccc2c(-c3nnc4n3CCCCC4)cc(-c3ccncc3)nc2c1	-4.9	-2.3	-3.0	-3.5	3.3	-2.7	2.0	-1.4	-0.1	-0.5
O=C(CCN1c2ccccc2Sc2ccccc21)OCC(=O)N1CCN(C(=O)c2ccco2)CC1	-5.7	-5.4	-2.5	4.6	3.4	5.3	12.1	-3.5	0.7	0.0
C=C1C[C@@H]2C[C@@H]2CN(S(=O)(=O)c2ccc(C)cc2)[C@@H]1COCc1ccccc1	1.0	2.5	-1.5	-1.2	-0.7	4.5	x	-5.7	0.0	2.0
COc1[nH]c2ccc(F)cc2c1C(=O)OCC1CCN(CCNS(C)(=O)=O)CC1	4.3	-6.8	1.4	1.0	3.2	-9.8	5.8	3.8	0.8	0.4
CS(=O)(=O)CCC(C(=O)OCc1ccc(Br)cc1)N1C(=O)c2ccccc2C1=O (stereo not given)	-2.4	6.7	3.0	0.0	0.2	1.9	1.1	-0.2	-0.8	-3.4
CN(CC(=O)Nc1ccc(Cl)c(Cl)c1)C(=O)CN1C(=O)NC2(CCCC2)C1=O	-0.8	0.3	-3.6	-1.3	-2.1	2.7	-1.4	-1.6	1.1	1.8
Cc1cc(/N=C/C=C2/N(C)c3ccccc3C2(C)C)n(CCC#N)n1	3.7	-6.5	3.8	0.7	-2.6	2.1	1.4	1.9	-2.7	2.7
CCOC(=O)c1c(C)n(C)c2ccc(OC)c([N+](=O)[O-])c12	0.5	2.2	4.6	1.8	-0.9	7.9	-1.8	2.0	-1.0	-0.1
COc1ccc(C(=O)N2CCN(Cc3ccc4c(c3)OCO4)CC2)cc1[N+](=O)[O-]	-7.2	-3.1	0.4	0.1	-3.0	-4.9	3.0	4.4	-1.0	-2.3
COc1cc(C(C)=O)ccc1OCC(O)CNCC1(N2CCCCC2)CCCCC1 (stereo not given)	-3.8	-5.3	-9.3	3.7	8.1	-3.5	0.9	1.6	0.6	-2.1
Cc1nn(CCC(=O)NCCc2ccccc2Cl)c(=O)c2nn(-c3ccccc3)c(C)c12	-2.7	-0.9	5.3	0.6	-1.4	1.8	3.1	1.3	1.4	-6.3
COc1ccc(OC)c(N2Cc3cc(C)c(C)cc3C2)c1	-3.7	9.4	-0.7	0.2	5.2	9.4	30.7	30.2*	-1.1	12.1
CCOc1ccc(N(C)S(=O)(=O)c2ccc(C)c(C(=O)N3CCN(Cc4ccc5c(c4)OCO5)CC3)c2)cc1	4.4	-4.7	5.8	0.2	-5.9	0.7	-13.1	-21.0	-1.1	3.8
CCC(CC)CN1CCC(CN2C(=S)NC[C@@H]2[C@@H](C)CC)CC1	-6.2	-10.0	-7.9	5.4	-4.2	-4.0	3.5	0.6	-0.3	0.5
COc1ccc2c(c1)C(c1cccs1)=NNC(c1ccncc1)=N2	-5.0	-1.9	3.9	2.7	-2.4	-5.3	-23.0	-4.1	-3.2	3.7
COC(=O)C(C)N1C(=O)S/C(=C/c2cc(C)n(C(C)C)c2C)C1=O (stereo not given)	2.6	-11.3	-4.4	-3.5	0.9	-0.4	-2.6	-6.4	-1.0	-2.4
O=Cc1cc(N=Nc2ccc(S(=O)(=O)O)cc2)ccc1O	3.4	-5.8	4.9	11.1	3.0	-34.8	7.3	17.5	-0.6	2.0
CCC(c1nnnn1C(C)(C)C)N1CCN(C2CCCC2)CC1 (stereo not given)	-0.7	-11.5	2.8	-3.3	-2.4	0.8	-4.8	-3.8	-2.0	-1.8
COc1cccc(NC(=O)CCNS(=O)(=O)c2ccc3c(c2)CC(C)N3C(=O)C2CC2)c1 (stereo not given)	-4.1	-8.0	-5.4	1.6	-3.2	-1.4	-1.1	-5.4	1.1	1.6
Cc1ccc(S(=O)(=O)N/N=C/c2cc(Br)ccc2O)cc1	3.7	-9.6	-0.8	-5.7	2.6	6.2	-0.1	6.8	1.0	27.7
Cc1[nH][nH]c(=O)c1C(c1ccccc1[N+](=O)[O-])C(C#N)C#N (stereo not given)	-4.2	7.9	6.7	1.0	1.8	-3.3	5.0	6.2	-2.5	9.1
COc1cc(NC(=S)N2CCN(c3ccccn3)CC2)c(OC)cc1Cl	-1.9	1.4	-4.3	-9.2	22.0*	-0.1	-10.0	-2.7	0.7	-0.9
O=C(N/C(=C/c1ccccc1Cl)C(=O)N1CCCCC1)c1ccco1	2.2	-9.6	4.0	-2.5	0.0	5.1	-0.6	-5.1	-2.7	-9.3
CC(=O)c1cccc(NC(=O)C2CCN(C(=O)c3cccs3)CC2)c1	-4.5	2.2	-2.5	-4.1	2.2	-2.3	-0.1	4.1	0.1	-1.2
Cc1ccc(C(=O)Nc2cccnc2)cc1S(=O)(=O)N1CCCCC1	1.0	1.3	4.5	4.2	-0.1	-4.5	-0.8	-2.7	-1.8	-3.5
CC(C)c1ccc(N(CC(=O)N/N=C/c2ccc(OC3CSC3)cc2)S(=O)(=O)c2ccccc2)cc1	8.4	4.1	3.9	3.5	-1.6	2.4	0.9	-0.2	-0.4	1.5
Cc1ccc(C)c(NC(=O)c2ccccc2NS(=O)(=O)c2cc([N+](=O)[O-])ccc2C)c1	-0.5	-14.4	-5.2	-1.3	3.1	-8.8	-7.7	-7.0	-0.7	39.8*
CN1CCC(N[C@@H](Cc2ccccc2)C(=O)NCCCc2ccccc2)(C(=O)NCCc2c[nH]c3ccccc23)CC1	1.3	-8.6	x	5.1	0.0	3.9	x	7.5	x	x
COCCNC(=O)C1CCC(CNS(=O)(=O)c2ccccc2)CC1 (stereo not given)	1.3	-9.3	-5.7	-1.1	1.9	-3.3	-1.2	3.4	1.9	-2.9
CCOc1ccccc1N1CCN(Cc2ccc(OC)c(OC)c2)CC1	-0.3	12.5	6.3	-1.8	-4.0	4.0	4.5	7.4	-2.0	-7.0
Cc1cc(Cl)ccc1NC(=O)c1ccc2c(c1)CCN2S(C)(=O)=O	-0.8	1.6	2.1	4.0	-3.8	-5.0	-2.4	-5.7	2.6	-2.9
C=CCN1C(=O)[C@@H](CC(=O)NCCCCc2ccccc2)[C@]2(C(=O)OCC)CCCCC/C=C/12	4.1	3.8	x	-2.4	1.8	-2.6	x	5.2	x	3.6
O=C(O)Cc1ccc(NC(=S)Nc2ccc(Br)cc2Cl)cc1	-3.2	5.2	-2.0	1.3	-8.2	4.3	-2.4	3.3	0.4	4.8
Cc1ccsc1C(=O)OC1CCOC1=O (stereo not given)	2.5	-1.6	-4.7	1.0	1.6	-4.2	-1.8	-2.2	-0.8	1.8
CN(Cc1ccccc1)S(=O)(=O)c1ccc(Cl)c(C(=O)NCc2ccc3c(c2)OCO3)c1	0.0	2.7	-3.8	-3.1	1.3	2.0	-1.1	-6.9	1.4	3.9
O=C(NCc1nc2ncc(Br)cc2[nH]1)c1ccccc1	4.9	3.4	-6.0	4.0	7.2	-2.6	1.5	-16.3	-0.2	-1.0
CC(/C=N/NC(=O)CSc1nc2ccccc2n1C)=C\c1ccco1	0.0	5.8	4.2	0.1	5.9	3.3	-3.3	13.0	-4.7	9.2
CCCOC(=O)C1C2C=C[C@]3(CN(CCc4ccccc4)C(=O)[C@H]13)O2 (stereo not given in full)	-4.5	-2.2	7.9	0.7	-0.7	-0.8	-1.6	1.8	1.1	3.9

A run of entries from the list above, for reference:
SMILES	Rev-erbA mod	TDP2 inh	TCR-CD3 inh	LEDGF integ inh	PRMT1 inh	SIAE primary	HTRA1 inhibitor	ABHD4 inh	PG9 binder	rCAG binder
CN(Cc1ccccc1)S(=O)(=O)c1ccc(Cl)c(C(=O)NCc2ccc3c(c2)OCO3)c1	0.0	2.7	-3.8	-3.1	1.3	2.0	-1.1	-6.9	1.4	3.9
O=C(NCc1nc2ncc(Br)cc2[nH]1)c1ccccc1	4.9	3.4	-6.0	4.0	7.2	-2.6	1.5	-16.3	-0.2	-1.0
CC(/C=N/NC(=O)CSc1nc2ccccc2n1C)=C\c1ccco1	0.0	5.8	4.2	0.1	5.9	3.3	-3.3	13.0	-4.7	9.2
CCCOC(=O)C1C2C=C[C@]3(CN(CCc4ccccc4)C(=O)[C@H]13)O2 (stereo not given in full)	-4.5	-2.2	7.9	0.7	-0.7	-0.8	-1.6	1.8	1.1	3.9

Bioassay records: PubChem BioAssay, several laboratories
